EPAC2 antag: qHTS for Antagonist of cAMP-regulated guanine nucleotide exchange factor 2 (EPAC2): primary screen | Rap guanine nucleotide exchange factor 4 (Homo sapiens), Q8WZA2 | AID 720708, 2013 | 0.18% of 360,000 active | EPAC2 GEF exchange of Rap1B-BODIPY-GDP, fluorescence | Potency, µM (doses to about 114 µM), without a hit: at the highest dose activity, negative = inhibition, actives largely listed as inhibitors; also: potency is read from the fitted curve at half-maximal effect; % is scaled to controls: 0 for no effect and ±100 for the full control effect; nearly all actives have a fitted effect of over 45% in size; many of its hits are not listed in these tables
Target sequence (Q8WZA2 whole entry, looked up): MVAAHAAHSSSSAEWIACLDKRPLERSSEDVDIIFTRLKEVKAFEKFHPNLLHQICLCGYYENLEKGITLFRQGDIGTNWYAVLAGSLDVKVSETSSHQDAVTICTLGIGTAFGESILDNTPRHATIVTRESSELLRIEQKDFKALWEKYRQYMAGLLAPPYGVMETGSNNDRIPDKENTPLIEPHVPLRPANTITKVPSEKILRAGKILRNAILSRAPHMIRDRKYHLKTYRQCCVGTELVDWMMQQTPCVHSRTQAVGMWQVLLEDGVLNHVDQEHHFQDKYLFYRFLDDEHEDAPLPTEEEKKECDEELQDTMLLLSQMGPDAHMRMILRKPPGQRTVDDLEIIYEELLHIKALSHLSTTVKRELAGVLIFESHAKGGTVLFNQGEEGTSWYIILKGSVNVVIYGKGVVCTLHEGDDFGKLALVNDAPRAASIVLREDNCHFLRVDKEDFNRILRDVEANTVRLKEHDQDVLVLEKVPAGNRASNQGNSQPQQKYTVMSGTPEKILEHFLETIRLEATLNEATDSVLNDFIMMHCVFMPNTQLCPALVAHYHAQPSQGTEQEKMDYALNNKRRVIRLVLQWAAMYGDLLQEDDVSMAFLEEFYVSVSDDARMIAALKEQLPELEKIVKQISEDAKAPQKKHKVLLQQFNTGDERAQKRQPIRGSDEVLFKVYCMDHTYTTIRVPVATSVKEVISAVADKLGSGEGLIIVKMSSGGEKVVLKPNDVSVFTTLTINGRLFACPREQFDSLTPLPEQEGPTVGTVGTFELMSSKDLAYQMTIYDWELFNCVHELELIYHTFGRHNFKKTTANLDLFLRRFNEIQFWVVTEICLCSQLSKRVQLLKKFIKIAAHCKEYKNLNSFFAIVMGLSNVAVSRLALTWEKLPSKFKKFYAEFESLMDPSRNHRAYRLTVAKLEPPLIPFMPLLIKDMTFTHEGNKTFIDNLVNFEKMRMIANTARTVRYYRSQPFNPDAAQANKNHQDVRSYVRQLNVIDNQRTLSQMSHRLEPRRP
Akt phos inh: HTS Assay for Inhibitors of Akt Phophorylation: Primary Screen; AID 651550, 2012; activity change, % for hits at 50 µM; 0.32% of 360,000 active; Neuro2A IGF-stimulated pAkt S473 HTRF, 20 min; stronger effect = lower value; in the data active = activity change below about -80%; inconclusive = mostly about -51% to -80%; also: % is scaled to controls: 0 for no effect and ±100 for the full control effect
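Neuro2A cells (4,500/well, DMEM with 0.5% FBS) were treated with compound at a single 50 µM final concentration, stimulated with 6 nM IGF for 20 min at 37 °C, and lysed. Phospho-Akt Ser473 was read by HTRF as 665/615 ratio ×10^4.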
A549 viability: Nrf2 qHTS screen for inhibitors: counterscreen for cytotoxicity; A549 ARE-Fluc cells, CellTiter-Fluor viability, 18-24 h; AID 504648, 2011; Potency, µM (highest dose often 46 µM), for inactives: at the highest dose activity change, negative = cytotoxicity, most hits filed as inhibitors; 0.16% of 390,000 active; also: potency is read from the fitted curve at half-maximal effect; % is scaled to controls: 0 for no effect and ±100 for the full control effect
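A549 ARE_Fluc cells in 5% FBS OPTI-MEM were exposed to compounds in concentration-response for 18-24 h at 37 deg C. Viability was read by CellTiter-Fluor fluorescence (Ex 405/Em 525) after 30 min, before the luciferase read.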
EPAC2 ag: qHTS for Agonist of cAMP-regulated guanine nucleotide exchange factor 4 (EPAC2): primary screen. EPAC2 activation, biochemical qHTS; response scale: 100% = 6.5 mM cAMP response. Potency, µM (doses to about 154 µM), for the others: top-dose activation, actives largely listed as activators. AID 720711, 2013. Rap guanine nucleotide exchange factor 4 (Homo sapiens), Q8WZA2. 0.079% of 360,000 active; also: potency is read from the fitted curve at half-maximal effect; nearly all actives have a fitted effect of over 50% in size
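Setup: EPAC2 100 nM, labeled Rap1B complex 250 nM, free GDP 50 uM. Compound titrations pinned in, brief spin, 5 min room temperature incubation. Kinetic fluorescence read over 30 min, normalized to 6.5 mM cAMP.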
CCT modulator: High-Throughput Screening for Modulators of Cytosolic Chaperonin Activity | purified chaperonin ATPase assay, HTRF ADP detection, 30 min | 0.3% of 360,000 active | AID 651819, 2012 | activity change, % (no concentration beside the values), hits read low; in the data active = activity change below about -30%; also: % is scaled to controls: 0 for no effect and ±100 for the full control effect
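ATPase activity: ADP formed was measured by HTRF Transcreener (665/615 nm ratio) after 30 min at 37 deg C with 10 uM ATP. Compounds screened at one 76 uM concentration against 40 or 20 nM TRiC in Tris pH 7.4/KCl/MgCl2/DTT buffer.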
Nrf2 activator: qHTS of Nrf2 Activators; AREc32 ARE-luciferase reporter (MCF7-derived line), luminescence, 24 h; 0.31% of 410,000 active; AID 624171, 2012; Potency, µM (top dose mostly 46.1 µM), without a hit: top-dose activation, most hits filed as activators; also: potency is read from the fitted curve at half-maximal effect; % of control where 0% means no effect; nearly all actives have a fitted effect of over 65% in size
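AREc32 cells carrying an ARE-driven firefly luciferase reporter were seeded at 1000 cells/well in OPTI-MEM with 5% FBS, then exposed to compound for 24 hr at 37 deg C. Luminescence was read with Steady-Glo after 30 min at RT.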
TGFb SMAD3 inh: qHTS for Inhibitors of TGF-b; HepG2 CAGA-GFP TGF-b/SMAD3 reporter, GFP fluorescence, 18 h; TGF-beta stimulated, 500 pg/mL final; Potency, µM (doses to about 46.1 µM), without a hit: at the highest dose activity, negative = inhibition, actives largely listed as inhibitors; 1.2% of 410,000 active; also: potency is read from the fitted curve at half-maximal effect; % is scaled to controls: 0 for no effect and ±100 for the full control effect; nearly all actives have a fitted effect of over 65% in size
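Read-out: total well GFP (ex488/em500-530) summed from mean per-cell fluorescence. Cells: HEPG2 CAGA-GFP, 1% FBS DMEM, 18 h at 37 degrees C with 500 pg/mL final TGF-beta. Unstimulated wells served as the full-inhibition control; stimulated DMSO wells = 0%.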
Nrf2 inh: Nrf2 qHTS screen for inhibitors; A549 ARE-Fluc reporter, luciferase luminescence, 18-24 h; Potency, µM (top dose mostly 46 µM), for inactives: at the highest dose activity change, negative = inhibition, usual class: inhibitors; 2.1% of 360,000 active; AID 504444, 2011; also: potency is read from the fitted curve at half-maximal effect; % is scaled to controls: 0 for no effect and ±100 for the full control effect; nearly all actives have a fitted effect of over 60% in size
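In this cell-based qHTS, ARE-driven firefly luciferase in A549 cells reports Nrf2 activity; the luminescent signal after BugLite lysis is the measured value, with a prior CellTiter-Fluor read for cell health.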
MmCpn inh: Inhibitors of TCP-1 ring complex (TRiC) of Methanococcus maripaludis (MmCpn): qHTS | Chaperonin Mm-Cpn (Methanococcus maripaludis) | purified Mm-Cpn ATPase, ADP Transcreener TR-FRET | Potency, µM (highest dose often 76.9 µM), for inactives: at the top dose activity, negative = inhibition, actives largely listed as inhibitors | 0.031% of 330,000 active | AID 504842, 2011; also: potency is read from the fitted curve at half-maximal effect; % is scaled to controls: 0 for no effect and ±100 for the full control effect; nearly all actives have a fitted effect of over 80% in size
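Inhibition of chaperonin ATP hydrolysis is measured as reduced ADP production, detected by competitive TR-FRET in which signal falls with ADP. Final enzyme 25 nM and ATP 10 uM, reacted 30 min at 37°C.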
* = called active by the depositor; i = inactive; u = inconclusive; x = not tested or not shown; & = joins results of further samples; [ ] = another dose, or the depositor's remark. Unless noted, calls follow the shape of the dose curve; as a rule, active = well fitted curve in the direction sought with a large enough effect; inconclusive = small, poorly fitted or top-dose-only effect, or another doubt; inactive = no such curve, though single readings can be large; an effect the other way counts as inactive or inconclusive.

The line under a structure holds: EPAC2 antag	Akt phos inh	A549 viability	EPAC2 ag	CCT modulator	Nrf2 activator	TGFb SMAD3 inh	Nrf2 inh	MmCpn inh
- CC1CCC2C(=O)N(c3ccc(S(=O)(=O)c4ccccc4)cc3)C(=O)C2C1 (stereo not given)
  1.2%	i	u	-3.9%	-1.4	-0.6%	-35.9%	-19.3%	1.4%
- Cc1cc(C)c(NC(=O)CN)c(C)c1
  -0.5%	i	0.4%	2.8%	-4.1	-0.4%	7.9%	1.3%	-0.1%
- Cc1cc(NC(=O)c2cccs2)n(-c2nc3ccccc3[nH]2)n1
  18.2%	i	-27.1%	-1.1%	-0.7	3.5%	u	u	-0.3%
- CC1CN(C(=S)SCC(=O)c2ccc([N+](=O)[O-])cc2)CC(C)O1 (stereo not given)
  2.7%	i	-19.8%	3.8%	0.5	4.9%	10.5%	u	-2.0%
- CC(C)(C)S(=O)(=O)/C(C#N)=N/Nc1ccc(Cl)cc1
  u	i	u	0.6%	0.6	6.7%	u	10.3µM*	u
- COc1cccc(O)c1CN1CCCC(C(=O)c2cccc(C(F)(F)F)c2)C1 (stereo not given)
  -4.3%	i	3.5%	3.3%	-12.3	3.5%	15.8µM*	16.5%	5.5%
- CCOC(=O)c1ccc(S(=O)(=O)Nc2cc(S(=O)(=O)N3CCOCC3)ccc2O)cc1
  -8.9%	i	-1.5%	4.7%	0.8	-1.8%	-20.6%	-14.3%	0.6%
- Nc1nc(N)c2cc(Sc3ccc(Cl)cc3)ccc2n1
  -6.4%	i	x	6.5%	-0.5	-5.6%	u	x	x
- O=C(COC(=O)COc1cccc(C(F)(F)F)c1)Nc1ccc(N2CCOCC2)cc1
  -22.3%	i	0.2%	-7.4%	-1.1	0.3%	0.2%	5.6%	1.0%
- COc1cc(/C=C/C(=O)OCN2C(=O)c3ccccc3C2=O)ccc1OC(F)F
  10.8%	i	-0.9%	1.6%	-1.0	-0.6%	-3.5%	1.3%	-0.8%
- CCOC(=O)C(CCOc1cccc(CC)c1)C(=O)OCC
  -1.9%	i	-5.6%	-20.5%	-4.9	-0.3%	0.0%	7.3%	1.0%
- COc1cc(NC(=O)CNC(=O)Cn2ccc3ccccc3c2=O)cc(OC)c1OC
  1.3%	i	2.5%&-12.1%	6.3%	-0.2	-1.0%&0.0%	6.8%&-13.6%	-11.5%	-12.0%
- Cc1ccccc1OCCSc1nc2ccc(NC(=O)c3ccco3)cc2s1
  x	x	-0.6%	x	x	0.2%	u	u	x
- CCCCCCCCOC(=O)c1ccc(N)cc1
  -13.8%	i	0.5%	-14.3%	-4.5	0.1%	-4.8%	14.0%	0.5%
- CC(C)(C)n1nc2c(c1NC(=O)Cc1cccc3ccccc13)CS(=O)(=O)C2
  14.9%	i	3.0%	11.3%	0.5	-1.1%	-3.6%	-12.6%	-23.7%
- CC(C)C(C(=O)O)N1C(=O)C2C3CCC(C3)C2C1=O (stereo not given)
  -2.2%	i	x	4.8%	-0.7	0.3%	4.9%	x	x
- Cc1cccc(NC(=S)NC(=O)/C=C/c2ccco2)n1
  -3.4%	i	0.7%	7.9%	-0.8	u	0.6%	x	-3.7%
- N#CCc1nn2c(-c3ccccc3)ccnc2c1C#N
  3.2%	i	-5.8%	4.3%	-0.3	14.6%	-4.2%	4.2%	-14.3%
- CC(=O)Nc1ccc(S(=O)(=O)NCCc2cn3nc(C)c(C)nc3n2)cc1
  11.2%	x	-3.7%	3.3%	-79.3*	0.4%	-0.2%	2.4%	0.1%
- CCOC(=O)c1c(N)sc2c1CCC1C(=O)N(C3CCCCC3)C(=O)C21 (stereo not given)
  -5.8%	i	-6.9%	-1.5%	-2.9	2.6%	0.0%	-8.4%	-1.7%
- Cc1ccsc1/C=N/n1c(COc2ccccc2)n[nH]c1=S
  13.7%	i	-2.6%	-5.6%	-1.7	1.8%	-10.7%	12.6%	0.6%
- Cn1nc(C(=O)Nc2cccc(S(=O)(=O)N3CCOCC3)c2)c2ccccc2c1=O
  1.4%	i	3.7%	3.0%	-0.3	7.1%	8.2%	u	-0.9%
- CCC12CN3CC(CC)(CN(C1)C3c1cccc(OC)c1O)C2=O (stereo not given)
  x	x	1.0%	x	x	-0.1%	-2.0%	3.7%	x
- Cc1nnc2c(NC3CCCC3)nc3ccccc3n12
  -0.4%	i	-5.6%	2.5%	0.9	16.9%	u	u	5.3%
- COc1ccccc1C(=O)NCC(=O)NC1CCCc2ccccc21 (stereo not given)
  2.9%	i	-1.2%	-3.0%	-0.9	-0.5%	17.3%	2.4%	-2.5%
- CCOC(=O)C1CCCN(CCC(=O)Nc2cccc(C)c2)C1 (stereo not given)
  -0.1%	i	2.3%&-1.8%	8.1%	1.0	0.1%&2.4%	11.4%&-20.4%	u	2.5%
- COc1ccccc1C(=O)N=Nc1c(O)[nH]c2ccc([N+](=O)[O-])cc12
  4.1%[57.1 µM]	i	12.8%	9.6%	0.5	7.6%	-22.5%	10.8%	0.2%
- C=CCn1c(SCC(=O)c2ccccc2)nnc1-c1cc2ccccc2o1
  -4.7%	i	-17.2%	19.8%	-1.2	-0.8%	4.2%	-21.0%	-0.3%
- CC1CCN(C(=O)c2ccc(NS(=O)(=O)c3ccccc3)cc2)CC1
  -6.0%	i	2.7%	-0.6%	1.6	0.3%	-11.7%	8.3%	-8.9%
- C[C@@H]1CC[C@]2(O[C@H](CCO)C[C@@H](O)[C@@H]2O)O1
  11.8%	i	-7.3%	1.5%	-3.6	3.7%	9.2%	13.3%	x
- CCOC(=O)c1ccc(N2C(=O)c3n[nH]c(-c4ccco4)c3C2c2cccc(O)c2)cc1 (stereo not given)
  x	x	0.6%	x	x	-2.8%	12.6µM*	-10.5%	x
- CCN(C(=O)Cn1cc(S(=O)(=O)Cc2ccccc2Cl)c2ccccc21)c1ccccc1
  x	x	-17.6%	x	x	4.1%	-9.3%	u	x
- CCOC(=O)CSc1nc(C)c2cc(C)c(C)cc2n1
  -22.1%	i	-8.6%	5.4%	-1.4	2.5%	-7.9%	6.5%	1.3%
- Nc1sc2c(c1C(=O)c1ccccc1)CCCC2
  0.0%	i	-4.8%	-0.5%	-2.8	3.2%	0.0%	0.0%	-0.8%
- OCC1(CO)COC2(CCCC2)N1
  -3.9%	i	11.8%	8.4%	-1.9	-0.2%	30.0%[activator]	20.7%	0.5%&0.3%
- O=C(NCCNc1ccc([N+](=O)[O-])cc1)c1cccc(Br)c1
  1.0%	i	0.5%	0.6%	-9.5	-0.8%	-24.6%	-6.8%	0.7%
- O=C(Oc1c(Cl)cc(Cl)c2ccccc12)N1CCCC1
  1.1%[57.1 µM]	i	-8.2%	12.4%	-2.0	7.4%	-4.3%	-1.1%	0.6%
- CCCc1nc2c(=O)n(C)c(=O)[nH]c2n1CCC
  -7.7%	i	-2.1%	14.2%	-1.5	0.1%	-5.0%	x	1.4%
- O=C(NCCc1cccc(F)c1)[C@@H]1CSC2c3ccccc3C(=O)N21 (stereo not given in full)
  -2.5%	i	-3.2%	-7.7%	-1.4	1.9%	9.2%	-2.2%	1.8%[15.4 µM]
- O=C(Nc1nccs1)C1C2/C=C\CCCCC21 (stereo not given)
  0.9%	i	3.2%	8.1%	-2.9	2.7%	-1.1%	x	-3.8%
- CCC(=O)Nc1ccc2c(c1)ncn2-c1ccc(OC)cc1
  5.4%	i	-11.6%	-1.9%	1.9	0.1%	2.4%	19.4%	-0.5%
- O=C(NCc1cccs1)c1cnn2cccnc12
  7.6%	i	15.4%	4.3%	0.3	0.1%	6.9%	6.5%	2.0%
- Cc1cccc(/C=N/NC(=O)Cn2nnnc2N)n1
  5.2%	i	5.6%	10.8%	-0.4	0.2%	4.4%	0.2%	0.6%
- COc1ccc(C(=O)Nn2c(C)nnc2-n2nc(C)cc2C)cc1OC
  5.4%	i	-3.8%	7.7%	-1.0	-0.3%	-12.9%	5.6%	-1.2%
- O=C(Nc1ccc(S(=O)(=O)N2CCCCC2)cc1)C1CCCO1 (stereo not given)
  13.0%	i	2.4%	0.5%	-2.2	0.0%	2.7%	18.6%	3.0%
- O=C(c1cccc(Cl)c1)N1CCC(c2nc3c(nnn3Cc3ccc(F)cc3F)c(=O)[nH]2)CC1
  x	x	-6.7%	x	x	2.9%	-24.9%	-21.4%	x
- Cc1oc(C)c(C(=O)O)c1C(=O)O
  1.6%	i	8.5%	-2.3%	2.6	0.2%	7.2%	9.0%	0.6%
- CS(=O)(=O)N(CC(=O)N1CCCCC1)C1CCCCC1
  -2.0%	i	8.1%	5.3%	-1.1	0.0%	0.7%	4.2%	-0.1%
- COc1ccc(/C=N/NC(=O)c2ccc(OC)c(OC)c2)cc1COc1c(F)c(F)c(F)c(F)c1F
  -20.6%	i	-10.5%	-7.5%	1.4	-0.1%	0.0%	-17.2%	-0.4%

Assay outcomes as filed in PubChem BioAssay.

These rows are one share of the data. The share of hits here may be higher or lower than overall.
